High-throughput results from PubChem.
zfTRPN1 agonist = activates the zebrafish TRPN1 channel; HEK293 zebrafish TRPN1-YFP, Fluo-8 calcium fluorescence; 100% = response to 87 µM carbachol; activation, % at 3 µM; 0.18% of 220,000 active;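 active means activation above its plate's cutoff, the mean activation of test wells on that plate plus 3 SD, cut at about 19% in these data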;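 further: 0% = DMSO alone and 100% = 87 µM carbachol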
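Material: zebrafish TRPN1-YFP in HEK293 cells; Doses: single test compound dose, 3 µM nominal, 0.3% DMSO; Timing: dye loading 1 h at 37 °C, then 30 min room temperature; Technique: intracellular calcium fluorescence with Fluo-8; Benchmarks: high carbachol 87 µM, low DMSO alone.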
TRPML3 agonist = human mucolipin-3 channel agonism; AID 1448; HEK293 TRPML3-YFP, Fluo-8 calcium fluorescence; 100% = the carbachol control signal; activation, % at 3 µM; 0.29% of 220,000 active;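 active means activation above its plate's cutoff, the mean activation of the plate's test wells plus 3 SD, cut at about 12% in these data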;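 further: 0% = DMSO only wells and 100% = carbachol wells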
Target sequence (Q8TDD5 whole entry, looked up): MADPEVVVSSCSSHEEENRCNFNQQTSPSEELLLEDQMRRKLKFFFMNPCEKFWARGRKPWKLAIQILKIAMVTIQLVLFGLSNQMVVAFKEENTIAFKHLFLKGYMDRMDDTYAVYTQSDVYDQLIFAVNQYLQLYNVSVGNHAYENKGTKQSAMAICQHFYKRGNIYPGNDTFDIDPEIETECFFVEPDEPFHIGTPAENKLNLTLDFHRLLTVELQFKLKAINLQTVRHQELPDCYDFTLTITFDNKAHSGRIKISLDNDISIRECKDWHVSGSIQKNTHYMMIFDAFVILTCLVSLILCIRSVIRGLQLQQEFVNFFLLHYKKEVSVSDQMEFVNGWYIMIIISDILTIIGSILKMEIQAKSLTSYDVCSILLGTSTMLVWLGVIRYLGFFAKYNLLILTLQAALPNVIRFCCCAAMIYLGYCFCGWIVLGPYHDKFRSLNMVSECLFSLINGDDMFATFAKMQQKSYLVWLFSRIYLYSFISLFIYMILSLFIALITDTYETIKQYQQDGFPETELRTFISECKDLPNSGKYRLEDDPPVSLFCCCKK
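Material: HEK293 cells stably carrying human TRPML3-YFP; compound dosing: single dose, 3 µM final nominal compound, 0.3% DMSO final; incubation: 1-h 37 °C dye load, 5-s basal, 120-s post-compound reads; technique: Fluo-8 intracellular calcium fluorescence, excitation 470-495 nm, emission 515-575 nm; read-out basis: percent activation from peak-to-basal fluorescence ratio, scaled between DMSO and carbachol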
CHOP inh = inhibitors of CHOP induction in ER stress response; CHO-K1 CHOP-promoter luciferase, tunicamycin-induced, 15-18 h; inhibition, % at 10 µM; 3.8% of 220,000 active;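 active means compounds that reduced the stress-induced luciferase reporter signal by more than about 70% of percent inhibition, limit read from the data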;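 further: 0% = tunicamycin plus vehicle and 100% = wells without tunicamycin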
S1P4 agonist = agonists of human S1P4 receptor. 0.35% of 220,000 active. S1P4-expressing cell line, agonist reporter assay. O95977. activation, % at 4.98 µM; in the data active means activation above about 11%;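 further: 0% = DMSO vehicle and 100% = reference agonist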
NPY-Y1 antag = NPY-Y1 (human) receptor antagonism. 1% of 200,000 active. inhibition, % at 3.6 µM. HEK293-CNG Y1 cells, membrane potential fluorescence; NPY at EC95, then isoproterenol. AID 1040. P25929;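 active means inhibition above the campaign mean inhibition of all tested compounds plus 3 SD, cut at about 20% in these data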;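 further: 0% = DMSO wells given NPY plus isoproterenol and 100% = isoproterenol alone without NPY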
Target sequence (P25929 whole entry, looked up): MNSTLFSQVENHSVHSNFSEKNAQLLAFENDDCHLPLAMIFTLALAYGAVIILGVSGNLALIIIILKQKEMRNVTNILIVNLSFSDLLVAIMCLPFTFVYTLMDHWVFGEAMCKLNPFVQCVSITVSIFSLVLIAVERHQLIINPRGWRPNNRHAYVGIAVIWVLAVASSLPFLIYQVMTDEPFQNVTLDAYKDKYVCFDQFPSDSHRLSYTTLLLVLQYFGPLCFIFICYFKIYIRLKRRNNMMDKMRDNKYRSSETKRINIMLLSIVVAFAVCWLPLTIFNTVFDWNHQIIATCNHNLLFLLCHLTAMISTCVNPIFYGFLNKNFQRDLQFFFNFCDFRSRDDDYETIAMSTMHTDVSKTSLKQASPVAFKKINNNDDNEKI
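Test system: HEK293 cells co-expressing NPY Y1 receptor and cyclic-nucleotide gated channel; Also added: NPY (25 nM), isoproterenol (1 µM), Ro 20-1724 (25 µM); Compound dosing: one concentration, 3.6 µM, in 0.4% DMSO; Timing: dye 3 h, compound 60 min room temperature, stimulation 45 min; Technique: Membrane-potential fluorescent dye readout.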
S1P4 antag = antagonists of human S1P4 receptor; O95977; inhibition, % at 4.98 µM; 0.26% of 220,000 active; AID 1510; S1P4-expressing cells, antagonist mode, reporter read-out; in the data active means inhibition above about 29%;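 further: 0% = wells stimulated with agonist and 100% = vehicle wells without agonist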
EP2 mod = modulators of human EP2 prostaglandin E2 receptor; P43116; EP2-expressing cells, cAMP HTRF FRET, PGE2 co-stimulation; induction, % at 25 µM; 0.83% of 260,000 active; AID 940;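 active means compounds whose cAMP rise, as percent of the full-agonist control response, exceeds 60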;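 further: rat C6 glioma line stably carrying human EP2 under a CMV promoter; the protocol text gives 20 µM as final concentration; 100% = response of wells given 1 µM PGE2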
NPY1 pot ag = potentiates or activates human NPY-Y1 receptor | 0.37% of 220,000 active | AID 1304 | P25929 | NPY-Y1 expressing cells, potentiator/agonist activation | activation, % at 3.6 µM; in the data active means activation above about 33%, passing the limit was not always enough;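 further: cells stimulated with NPY at EC10 then isoproterenol at EC100; 0% = low agonist plus stimulus and 100% = saturating agonist plus stimulus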
NPY-Y2 PAM-ag = potentiators or agonists of human neuropeptide Y receptor Y2; P49146; cells expressing NPY-Y2, potentiator/agonist read-out; activation, % at 3.6 µM; 0.45% of 220,000 active; AID 1359; in the data active means activation above about 27%;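 further: cells stimulated with NPY near EC25 plus isoproterenol at EC100; 0% = vehicle plus submaximal agonist and 100% = vehicle plus saturating agonist; some results beyond the cut were filed as inactive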
Starred values were filed as active, the others as inactive; · = not tested or not shown; & = joins results of further samples.

Below each SMILES: zfTRPN1 agonist	TRPML3 agonist	CHOP inh	S1P4 agonist	NPY-Y1 antag	S1P4 antag	EP2 mod	NPY1 pot ag	NPY-Y2 PAM-ag
(1) CCCCC(=O)Nc1ccc(NC(=O)c2ccc([N+](=O)[O-])cc2)cc1OC
→ 1.5	0.2	28	0.2	-5	-17	7	-10	10
(2) O=C(C1=C[C@H](C2CC2)C[C@H](OCCCCO)O1)N1CCN(Cc2ccc3c(c2)OCO3)CC1
→ -0.6	0.3	-11	-0.1	-5	-11	-1	0	13
(3) COc1cc(NC(=O)CSc2nnc(C)s2)cc(OC)c1
→ 0.6	0.3	28	0.0	-2	-22	22&-6	-6	6
(4) CCCCCC1CC(=O)N(Cc2ccccc2)C(=O)N1 (stereo not given)
→ -2.4	-0.2	17	0.0	-4	-24	5	2	7
(5) CCCCNC(=O)CSc1nc2ccc(N3CCOCC3)cc2c(=O)n1Cc1ccc(OC)cc1
→ 0.3	-0.2	1	1.4	4	-7	8	-8	-17
(6) O=C(CSC(=S)N1CCN(c2ccccc2)CC1)Nc1nc(-c2ccccc2)c(-c2ccccc2)o1
→ 0.4	-0.1	39	-0.3	0	-10	12	-1	13
(7) CCOC(=O)N1CCN(S(=O)(=O)c2ccc(C)cc2)C1c1ccccc1 (stereo not given)
→ -0.3	4.6	10	-0.9	15	0	6	11	0
(8) O=C(CCS(=O)(=O)c1ccccc1)Nc1nc(-c2ccccn2)cs1
→ 0.6	0.1	·	0.0	4	-8	·	-19	-7
(9) O=C(NCc1ccco1)c1cc(C(=O)C2CCCCC2)c[nH]1
→ 0.2	-0.9	36	-1.3	-3	-20	-20	-14	-13
(10) Cc1cc(C(=O)CN2C(=O)c3ccccc3C2=O)c(C)n1C1CC1
→ 1.4	0.7	-41	1.4	-2	-8	-27	8	-3
(11) Oc1ccc(/C=N/N2CCN(C3c4ccccc4-c4ccccc43)CC2)cc1
→ 1.9	0.4	9	1.2	·	9	10	-21	-31
(12) Cn1cccc1Cc1nnc(SCC(=O)NC2CCCC2)n1CCc1ccccc1
→ 0.9	-0.1	8	0.0	4	-16	4	6	-2
(13) Cc1cccc(C(=O)N2CCN(c3ccc(C(F)(F)F)cn3)CC2)c1C
→ -0.2	0.9	49	2.0	-2	2	-11	20	7
(14) O=c1[nH]c(Cc2ccccc2)nc2ccccc12
→ -0.3	1.2	21	-0.6	1	-20	37	0	-6
(15) CC1=CC2=NC(=O)/C(=C\c3cccn3CCOc3ccccc3C)C(=N)N2O1
→ 2.0	1.4	33	1.2	1	-24	-44	-2	5
(16) CCn1c(C)cc(/C=C2/SC(=S)N(CC(=O)O)C2=O)c1C
→ 2.5	2.0	11	-0.9	7	-8	15	-21	-3
(17) COc1ccc(C(c2c(C)[nH]n(-c3ccccc3)c2=O)c2c(C)[nH]n(-c3ccccc3)c2=O)cc1OC
→ 3.7	0.7	12	0.2	-1	0	-14	-16	-7
(18) Cc1ccc(C)c(NC(=O)CCc2ccc(S(=O)(=O)NC3CCCCC3)cc2)c1
→ 2.3	0.4	48	2.6	7	1	18	-1	-6
(19) NC(N)=Nc1nc2ccccc2o1
→ 2.8	0.8	-3	2.3	·	7	-22	10	4
(20) Cn1c(=O)c2c(nc(NCC3CCCO3)n2Cc2cccc(Br)c2)n(C)c1=O (stereo not given)
→ 1.8	0.8	-2	-0.1	-3	-4	30	-21	-24
(21) Cc1cnc(CN2CCc3c([nH]c4ccccc34)C2CC(C)C)[nH]1 (stereo not given)
→ 0.2	1.0	5	0.3	5	-7	-30	-6	-8
(22) COc1ccc(/C(N)=N/OC(=O)c2cccc([N+](=O)[O-])c2C)cc1OC
→ 1.8	-0.3	33	2.7	3	7	-3	-13	-20
(23) Cc1ccccc1CNC(=O)CCc1ccccc1
→ 0.5	0.1	2	-2.1	0	-10	-31	9	9
(24) CCN(C(=O)C1CCN(S(=O)(=O)c2cccc3nonc23)CC1)c1ccccc1
→ -0.9	0.8	-10	-1.1	5	-23	-2	-11	-11
(25) CCOC(=O)C1CCN(C(=O)CSc2ccc(Cl)cc2)CC1
→ -0.8	1.8	13	-2.6	6	-11	11	-29	-11
(26) CCOC(=O)Cn1ncc(-c2ccccc2)c1N
→ 0.4	-0.1	16	-1.7	5	3	26&-16	-30	1
(27) CCCNC(=O)c1ccccc1NC(=O)COc1ccc(OC)cc1
→ 0.1	0.7	26	-1.4	0	3	-7	32	-3
(28) CCCOc1nc(N)c(C#N)c(-c2ccccc2F)c1C#N
→ -1.9	-0.4	49	1.9	0	-5	-14&-3	17	-10
(29) CC(=O)c1cc2c(cc1NC(=O)C1CC1)OCO2
→ -0.1	0.2	18	-2.2	-5	-8	21	-9	-4
(30) O=C(CSc1ncnc2nc[nH]c12)N1CCOCC1
→ 2.4	0.9	-6	0.6	1	-23	21	-9	-11
(31) CSc1sc(-c2ccnc(SCC(=O)C(C)(C)C)n2)c2c1C(=O)CC(C)(C)C2
→ -1.0	0.2	-35	-2.4	·	-4	11	-53	-18
(32) COc1ccc(OCC(=O)Nc2ccccc2O)cc1
→ -1.2	0.5	25	1.1	-2	2	-11	-24	-5
(33) CCCCOc1ccccc1C1CC(=O)NC2=C1C(=O)CCC2 (stereo not given)
→ 8.9	2.6	·	-0.8	44*	-1	16	-13	-8
(34) COc1ccc(/C=C2\SC(=O)N=C2N)cc1OC
→ -1.1	0.4	2	1.1	-2	-23	3	7	-3
(35) CCNC(=S)Nc1ccc(Cl)c(C(F)(F)F)c1
→ 8.9	7.7	61	1.4	-1	-22	-46	4	12
(36) CCOc1ccc(CCNC(=O)COC(=O)c2cccc(OC)c2O)cc1OCC
→ -1.6	-0.6	2	13*	1	-18	-4	-17	-15
(37) Cc1cccc(C#N)c1NC1=CC(=O)CC(C)(C)C1
→ 1.1	1.1	23	-1.8	-1	1	11	8	6
(38) O=S(=O)(NC1CCCC1)c1ccccc1Cl
→ -0.1	0.0	-5	0.2	2	0	15	-38	0
(39) O=C(Nc1ccc(F)cc1)Nc1ccc(NC(=O)c2ccccc2O)cc1
→ 1.2	-0.6	45	0.0	·	-1	-27	39	19
(40) Cc1ccc(CCNC(=O)CC2Oc3ccc(C)cc3NC2=O)cc1 (stereo not given)
→ 0.6	0.6	44	0.5	7	-15	-41	9	-1
(41) NC1=NCC(O)=C1c1nc2ccccc2[nH]1
→ -0.3	0.9	-2	0.7	-4	6	-19	-15	-33
(42) CN(c1cc(=O)n2ccccc2n1)C1CCCCC1
→ 0.6	-0.7	-4	-0.5	-3	12	9	2	8
(43) Cc1c(Cl)cccc1NC(=O)CCCCCN1C(=O)CCC1=O
→ 1.2	0.4	-11	4.0	4	-14	1	3	-7
(44) Cc1cc(C)nc(SCC(=O)OCC(=O)Nc2nc3ccccc3s2)n1
→ 1.0	0.6	-11	0.7	1	-12	3	-11	14
(45) Nc1nc2ccc([N+](=O)[O-])cc2[nH]1
→ -1.5	0.3	2	-0.3	·	5	0	17	0

Sorted by SMILES length (smallest number first): part of the list above.
Below each SMILES: zfTRPN1 agonist	TRPML3 agonist	CHOP inh	S1P4 agonist	NPY-Y1 antag	S1P4 antag	EP2 mod	NPY1 pot ag	NPY-Y2 PAM-ag
(38) O=S(=O)(NC1CCCC1)c1ccccc1Cl
→ -0.1	0.0	-5	0.2	2	0	15	-38	0
(32) COc1ccc(OCC(=O)Nc2ccccc2O)cc1
→ -1.2	0.5	25	1.1	-2	2	-11	-24	-5
(35) CCNC(=S)Nc1ccc(Cl)c(C(F)(F)F)c1
→ 8.9	7.7	61	1.4	-1	-22	-46	4	12
(37) Cc1cccc(C#N)c1NC1=CC(=O)CC(C)(C)C1
→ 1.1	1.1	23	-1.8	-1	1	11	8	6
(43) Cc1c(Cl)cccc1NC(=O)CCCCCN1C(=O)CCC1=O
→ 1.2	0.4	-11	4.0	4	-14	1	3	-7
(44) Cc1cc(C)nc(SCC(=O)OCC(=O)Nc2nc3ccccc3s2)n1
→ 1.0	0.6	-11	0.7	1	-12	3	-11	14
(39) O=C(Nc1ccc(F)cc1)Nc1ccc(NC(=O)c2ccccc2O)cc1
→ 1.2	-0.6	45	0.0	·	-1	-27	39	19
(31) CSc1sc(-c2ccnc(SCC(=O)C(C)(C)C)n2)c2c1C(=O)CC(C)(C)C2
→ -1.0	0.2	-35	-2.4	·	-4	11	-53	-18

The list continues:
Below each SMILES: zfTRPN1 agonist	TRPML3 agonist	CHOP inh	S1P4 agonist	NPY-Y1 antag	S1P4 antag	EP2 mod	NPY1 pot ag	NPY-Y2 PAM-ag
(46) O=C(CSCCO)Nc1ccc([N+](=O)[O-])cc1
→ -0.6	0.7	9	0.8	2	-1	-4	10	12
(47) CCc1cccc(NC(=O)c2snc3c(=O)[nH]cnc23)c1
→ 0.3	0.5	0	0.9	-1	-3	18	14	1
(48) Cc1c(NC(=S)N2CCN(c3ccc(F)cc3)CC2)c(=O)n(-c2ccccc2)n1C
→ 0.6	0.8	17	2.0	1	-2	16	4	6
(49) O=C(NC1CC1)C1=C[C@H](c2ccc(C(F)(F)F)cc2)C[C@H](OCc2ccc(CO)cc2)O1
→ 6.8	2.4	26	-1.4	6	12	-28	-10	-16
(50) CN(C)c1nc(Cl)nc(N(C#N)CCOc2ccccc2)n1
→ 1.5	0.6	-17	-0.8	-5	9	25	-10	-5
(51) O=C(C/C=N\OCc1ccc([N+](=O)[O-])cc1)Nc1ccccc1
→ -1.0	-0.4	1	0.7	-1	-17	-34	12	11
(52) COC(=O)CSc1nnc(C)n1-c1ccc(C)cc1
→ 1.1	0.8	12	0.4	0	4	10	-3	-4
